Screening data: PubChem, University of Kansas High Throughput Screening Laboratory
mHTT-CaM PPI inh: mHTT-calmodulin interaction abrogation; inhibition, % at 15 µM; AID 1671202; AlphaScreen His-mHTT/GST-CaM binding, luminescence; hit rate 3.6% among 190,000;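 further: 0% = both proteins with DMSO and 100% = one protein alone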
Pf apPOL block: Pf-apPOL DNA polymerase inhibition. Recombinant Pf-apPOL, molecular beacon fluorescence, 1.5 h. inhibition, % at 10 µM. hit rate 0.25% among 210,000. AID 1794808
Starred values were filed as active, the others as inactive; x = not tested or not shown; & = joins results of further samples. No stated cut-off is given here; in the data, active means inhibition above about 50%; inactive means the rest.

SMILES	mHTT-CaM PPI inh	Pf apPOL block
COc1ccccc1-c1noc(C2CCCN2C(=O)Nc2ccc3c(c2)OCCO3)n1 (stereo not drawn)	13.2	-9.4
CCCCOc1ccc(S(=O)(=O)N2CCSC2c2ccccc2)cc1 (stereo not drawn)	0.0	-1.1
CC(=O)N1CCN(c2nc3c(s2)CC(C(=O)Nc2ccc(C)cc2F)CC3)CC1 (stereo not drawn)	4.3	-1.6
COc1cc(C=O)ccc1Oc1ncnc2sc3c(c12)CCCC3	3.1	-12.7
COc1ccccc1C(=O)N1CCCCC1CCN1CCCCCC1 (stereo not drawn)	-8.5	-7.0
CC(C)(C)c1ccc(/C=c2\sc3nc(-c4ccncc4)nn3c2=O)cc1	3.0	-28.1
COc1ccc(CNC(=O)c2sc3ccccc3c2Cl)cc1	-15.3	-3.5
O=C(c1ccc(-c2csc(C3CC3)n2)cc1)N1CCCCCC1	-1.6	-7.3
COc1cc(S(=O)(=O)NCC23CC4CC(CC(C4)C2)C3)ccc1Cl	2.0	-4.6
COc1ccc(CCNC(=O)CSc2nc3ccccc3[nH]2)cc1OC	4.0	-7.2
COc1cc(OC)cc(N2CCN(Cc3ccccc3)C(C)C2=O)c1 (stereo not drawn)	49.2	2.2
Cc1cccc(CN2CCc3nc(N4CCC(C)CC4)ncc3C2)c1	12.6	-1.2
Cc1ccccc1Cn1cnc2c1c(=O)n(C1CC1)c(=O)n2-c1ccccc1C	5.2	-6.7
NC(=O)c1cc2cc(Cl)ccc2oc1=Nc1ccccc1	12.0	0.1
Cc1onc(-c2ccccc2)c1C(=O)Nc1ccc(S(=O)(=O)Nc2nccs2)cc1	4.6	-3.6
COc1ccccc1CNC(=O)c1cnn2c(C)c(Cc3cc(C)ccc3C)c(C)nc12	0.0	-11.9
NC(=Nc1nc2ccccc2o1)NC(=O)c1ccccc1[N+](=O)[O-]	5.0&-3.7	-4.7&4.0
N#Cc1cc2c(nc1S(=O)(=O)Cc1ccc(Cl)cc1)CCCC2	-2.0	-3.9
Cc1ccc(-c2nc(C3CCN(S(=O)(=O)c4ccc(C)c(Cl)c4)CC3)no2)cc1	-7.6	-7.4
O=C(CCC1CCCN(C(=O)Nc2ccccc2)C1)N1CCCCC1 (stereo not drawn)	-14.2	-1.1
COc1ccc(OC)c(C2CC(c3ccc(I)cc3)Nc3ncnn32)c1 (stereo not drawn)	1.0	-11.0
CC(C)CN1CN2CCc3ccccc3C2CS1(=O)=O (stereo not drawn)	-5.4	-3.1
Cc1cc2c(N3CCCC(C(=O)Nc4c(C)cccc4C)C3)nccc2s1 (stereo not drawn)	-2.0	-4.6
Cc1ccc(C)c(C(C)NC(=O)COc2ccccc2Cl)c1 (stereo not drawn)	-10.3	-0.3
Cc1cc(NC(=O)CSc2cn(CCNC(=O)c3ccccc3C)c3ccccc23)no1	0.4	-0.7

(next part)
SMILES	mHTT-CaM PPI inh	Pf apPOL block
CS(=O)(=O)c1ccc(N2CC(c3nnc(NC(=O)c4ccc(F)cc4)o3)CC2=O)cc1 (stereo not drawn)	7.7	1.0
COc1cc(/C=c2\sc3nc(=O)c(C)nn3c2=O)ccc1OCc1ccccc1	5.0	-0.7
O=C(Nc1cccc2ccc(-n3ccnc3)nc12)c1ccsc1	51.2*	-6.1
O=C(Nc1ccc2nc(-c3ccccn3)c(-c3ccccn3)nc2c1)N1CCSCC1	10.7	-1.2
CCCc1cc(C2CCCN2C(=O)c2c(Cl)cnn2CC)no1 (stereo not drawn)	-4.5	10.2
Cn1nc(-c2nc(-c3cccc(F)c3)no2)c2c1CCN(C(=O)c1ccccc1F)C2	-5.0	-4.4
O=c1nc(Nc2ccc([N+](=O)[O-])cc2)nc(Nc2ccccc2)[nH]1	5.5	-1.0
O=c1c2ccccc2[nH]c(=S)n1CC1CC1	x	-9.7
Cc1ncc(CO)c2cc(C(N)=O)c(=Nc3ccccc3I)oc12	-1.0	1.3
COc1ccc(-c2c(C)oc3c(CN4CCN(C)CC4)c(O)ccc3c2=O)cc1OC	-0.8	-12.7
OC(COC1CCCCC1)CN1CCN(CC(O)COC2CCCCC2)CC1 (stereo not drawn)	-1.5	x
COc1ccc(Cl)cc1-c1ccc(/C=C2\SC(=N)N(c3nonc3NC(C)=O)C2=O)o1	14.0	-3.3
COc1cc(OC)cc(C(=O)Nc2cc(-c3nc4ccccc4o3)ccc2C)c1	-3.0	-4.9
Cc1nnc(NC(=O)CCc2csc(NC(=O)c3ccco3)n2)s1	1.7	0.0
Cc1ccc(S(=O)(=O)N2CCN(C(=O)CN3CCOCC3)C2c2ccccc2)cc1 (stereo not drawn)	5.0	-0.4
COc1ccc(CN2CCc3nc(N4CCN(c5ccccc5)CC4)ncc3C2)cc1OC	30.5	-1.3
COc1ccccc1/C=C(\C#N)c1nn(-c2ccccc2)c(N)c1C#N	5.0	3.4
COc1ccc(OC)c(/C=C2/N=C(c3cccc([N+](=O)[O-])c3C)OC2=O)c1	2.0	-1.5
COc1cc(C2C(C#N)=C(N)Oc3n[nH]c(-c4ccc(Cl)s4)c32)ccc1O (stereo not drawn)	60.0*	-2.0
Cc1cccc2c(C(=O)NCC(C)C)c3c(nc12)CCC3	-4.5	-2.8
O=C(c1cnc2sc3c(n2c1=O)CCCCCC3)N1CCCC1	0.3	-1.8
O=C(NCC1CCN(C(=O)c2cc3ccccc3o2)CC1)C1CC(=O)N(c2ccccc2)C1 (stereo not drawn)	15.3	-11.0
Cc1ccc(C(=O)N2CCN(c3ncnc4c(C)csc34)CC2)cc1	x	3.0
COc1ccc(C(=O)CN2CCN(CC(=O)Nc3ccccc3F)CC2)cc1OC	17.0	-4.8
COc1cccc(NC(=O)C2CC(=O)N(CCc3c[nH]c4ccc(Cl)cc34)C2)c1 (stereo not drawn)	18.8	-2.1

A few values from the results shown.
O=C(NCC1CCN(C(=O)c2cc3ccccc3o2)CC1)C1CC(=O)N(c2ccccc2)C1 (stereo not drawn) | mHTT-CaM PPI inh = 15.3
OC(COC1CCCCC1)CN1CCN(CC(O)COC2CCCCC2)CC1 (stereo not drawn) | mHTT-CaM PPI inh = -1.5
CCCc1cc(C2CCCN2C(=O)c2c(Cl)cnn2CC)no1 (stereo not drawn) | mHTT-CaM PPI inh = -4.5
COc1ccc(C(=O)CN2CCN(CC(=O)Nc3ccccc3F)CC2)cc1OC | Pf apPOL block = -4.8
Cc1ccc(S(=O)(=O)N2CCN(C(=O)CN3CCOCC3)C2c2ccccc2)cc1 (stereo not drawn) | Pf apPOL block = -0.4
O=C(Nc1ccc2nc(-c3ccccn3)c(-c3ccccn3)nc2c1)N1CCSCC1 | mHTT-CaM PPI inh = 10.7
O=C(Nc1cccc2ccc(-n3ccnc3)nc12)c1ccsc1 | Pf apPOL block = -6.1

New compounds follow:
SMILES	mHTT-CaM PPI inh	Pf apPOL block
CCCCc1ccc(-n2nnc(C(=O)NC3CCS(=O)(=O)C3)c2C)cc1 (stereo not drawn)	-3.7	-18.6
Cn1c(CNC(=O)C2CCC2)nc2c1CN(C(=O)NC1CCCCC1)CC2	-4.3	-1.9
O=C(O)CCn1c(=O)c2cc3c(=O)n(CCC(=O)O)c(=O)c3cc2c1=O	-7.2	-2.8
CC(C)Cc1ccc(C(=O)C(C)N2CCN(c3ccc([N+](=O)[O-])cn3)CC2)cc1 (stereo not drawn)	x	-9.3
Cc1cc(C)cc(NC(=O)c2cc(S(=O)(=O)NC3CCCC3)ccc2F)c1	-4.0	33.4
CN(CC(=O)NC1CC1)S(=O)(=O)c1ccc(Cl)cc1	-2.7	-0.5
N#Cc1cccnc1N1CCN(c2ccccc2)CC1	-13.8	-2.3
Oc1oc(-c2ccc(Cl)cc2)nc1C=Nc1ccc(Br)cc1Br	0.0	4.2
COc1cc2ncnc(SCC(=O)N3CCOCC3)c2cc1OC	-8.0	-8.3
O=C(Cn1c(=O)n(-c2ccccc2)c(=O)n1CC(=O)N1CCCCC1)N1CCCCC1	0.3	-5.5
O=C1CC(NCc2ccncc2)C(=O)N1c1ccccc1 (stereo not drawn)	1.5	-9.1
O=C(c1ccccc1)c1ccc(OCCCCn2ccnc2)cc1	15.1	-1.2
CC(C)c1cccc[n+]1OC(=O)N1CCCCC1	26.0	6.9
COc1ccc(CCNc2ccc(C(=O)O)cc2[N+](=O)[O-])cc1OC	16.0	-5.0
O=C(Nc1ccc(Br)cc1F)c1c(O)c2ccccc2[nH]c1=O	3.0	13.1
CCCCC(=O)N(c1ccc(OC)cc1)C1C=CS(=O)(=O)C1 (stereo not drawn)	-5.1	-1.1
CS(=O)(=O)c1ccc2c(c1)NC(=O)CS2	-2.2	-8.0
CCCCNC(=S)N1CCc2cc(OC)c(OC)cc2C1COc1ccc(C(=O)OCC)cc1 (stereo not drawn)	14.0	5.2
O=C(c1cccs1)c1nn(-c2ccccc2)c2nc(=O)cc(-c3ccccc3)n12	x	0.9
CCOC(=O)N1CCc2c(sc(NC(=O)c3snnc3C)c2C#N)C1	20.6	-5.7
C=CCn1c(=O)c(C(=O)Nc2ccc(Cl)cc2OC)c(O)c2ccccc21	1.2	28.7
COCC(C)(O)CNC(=O)c1c(C)cc(C)cc1C (stereo not drawn)	-21.9	-7.8
COc1ccc(C2Nc3ccccc3-c3nnc(SC)nc3O2)cc1O (stereo not drawn)	-6.0	-4.5
CCCCNC(=O)C1CCc2sc(C(=O)N3CCCC3)cc2C1 (stereo not drawn)	0.0	-2.4
CCc1onc(C)c1C1CCCN1Cc1cn(C)nc1C (stereo not drawn)	-1.3	-3.1

A second format for part of the listing above.
> C=CCn1c(=O)c(C(=O)Nc2ccc(Cl)cc2OC)c(O)c2ccccc21
  mHTT-CaM PPI inh: 1.2	Pf apPOL block: 28.7
> CC(C)c1cccc[n+]1OC(=O)N1CCCCC1
  mHTT-CaM PPI inh: 26.0	Pf apPOL block: 6.9
> CN(CC(=O)NC1CC1)S(=O)(=O)c1ccc(Cl)cc1
  mHTT-CaM PPI inh: -2.7	Pf apPOL block: -0.5

Back to the main list; the 5 compounds before the break are reprinted first.
SMILES	mHTT-CaM PPI inh	Pf apPOL block
C=CCn1c(=O)c(C(=O)Nc2ccc(Cl)cc2OC)c(O)c2ccccc21	1.2	28.7
COCC(C)(O)CNC(=O)c1c(C)cc(C)cc1C (stereo not drawn)	-21.9	-7.8
COc1ccc(C2Nc3ccccc3-c3nnc(SC)nc3O2)cc1O (stereo not drawn)	-6.0	-4.5
CCCCNC(=O)C1CCc2sc(C(=O)N3CCCC3)cc2C1 (stereo not drawn)	0.0	-2.4
CCc1onc(C)c1C1CCCN1Cc1cn(C)nc1C (stereo not drawn)	-1.3	-3.1
O=[N+]([O-])c1ccn(-c2nc(-c3cccs3)cc(C(F)(F)F)n2)n1	1.0	1.9
Cc1ccc(CNC(=O)c2cnn3c4c(cnc23)CCCCCC4)cc1	-4.9	-1.8
O=[N+]([O-])c1ccc(Nc2nc(N3CCOCC3)nc(N3CCOCC3)n2)cc1	5.4	-2.0
CCN(CC)C(=O)CC(c1ccc(N(C)C)cc1)c1c(OC)cc(OC)c2c(-c3ccccc3)cc(=O)oc12 (stereo not drawn)	2.7	0.9
CCc1ccc(C(=O)CC(c2ccccc2)C2CCCC2=O)cc1 (stereo not drawn)	-10.9	-15.4
COc1cc(C=C2Oc3cc(OC(=O)C4CC4)ccc3C2=O)cc(OC)c1OC	-2.4	-4.9
CN1C(=O)S/C(=C\c2ccc(-c3ccc(F)cc3)o2)C1=O	-6.0	-5.2
COCCN1C(=O)Cc2ccccc2C1C(=O)NC1CCCCC1 (stereo not drawn)	-11.9	-4.7
CCN(CC)S(=O)(=O)N1CCC(C(=O)NCc2ccccc2Cl)CC1	-7.0	-5.4
O=S1(=O)c2ccc(Br)cc2N2CCC[C@H]2CN1Cc1ccccc1	-19.2	1.9
CCN(CC)Cc1c(O)ccc2c(=O)c(-c3ccc(OC)cc3)coc12	-2.8	-13.7
Cc1ccc(CNC(=O)C2CCCN(c3cnc4nccnc4c3)C2)cc1 (stereo not drawn)	3.3	1.0
Cc1sc2cc(C(=O)N(C)C)[nH]c2c1CN1CCCCC1	-7.2	-0.1
COc1ccc(C(=O)C=Cc2ccc([N+](=O)[O-])s2)cc1OC	-0.4	-2.9
Cc1c(Cl)cccc1Nc1nnc(C)c(=O)[nH]1	-1.0	-0.3
CCCc1cc(=O)n2[nH]c(-c3cccs3)cc2n1	-2.7	-0.3
Cc1ccc(C2=NC3(CCN(Cc4cccc(Cl)c4)CC3)NC2=O)cc1	7.0	-5.3
Cn1cc(CN2CCC(C(=O)NCCCN3CCCC3)CC2)c2cc(Cl)ccc21	54.7*	-1.3
COc1ccc(C)cc1NC(=O)N1CCC2(CC1)Nc1ccccc1-n1cccc12	36.4	2.3
N#C/C(=C\c1ccco1)c1nc(-c2ccc(Br)cc2)cs1	6.0	0.3
Cc1ccc(-n2nc3c(c2NC(=O)C2(c4ccc(Cl)cc4)CCCC2)CS(=O)C3)cc1 (stereo not drawn)	32.0	-11.7
